TRb-SRC2 inh: disrupts binding of human TR beta to SRC2; TRbeta-SRC2 peptide binding, fluorescence polarization; receptor liganded with 1 µM T3; hit rate 0.065% among 280,000; P10828; Potency, µM (series often up to 106 µM), inactives show top-dose activity change, negative = inhibition, most hits filed as inhibitors;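 also: plate controls were bound peptide for no effect and peptide without receptor for full effect; nearly all actives have a fitted effect of over 50% in size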
Target sequence (P10828 whole entry, looked up): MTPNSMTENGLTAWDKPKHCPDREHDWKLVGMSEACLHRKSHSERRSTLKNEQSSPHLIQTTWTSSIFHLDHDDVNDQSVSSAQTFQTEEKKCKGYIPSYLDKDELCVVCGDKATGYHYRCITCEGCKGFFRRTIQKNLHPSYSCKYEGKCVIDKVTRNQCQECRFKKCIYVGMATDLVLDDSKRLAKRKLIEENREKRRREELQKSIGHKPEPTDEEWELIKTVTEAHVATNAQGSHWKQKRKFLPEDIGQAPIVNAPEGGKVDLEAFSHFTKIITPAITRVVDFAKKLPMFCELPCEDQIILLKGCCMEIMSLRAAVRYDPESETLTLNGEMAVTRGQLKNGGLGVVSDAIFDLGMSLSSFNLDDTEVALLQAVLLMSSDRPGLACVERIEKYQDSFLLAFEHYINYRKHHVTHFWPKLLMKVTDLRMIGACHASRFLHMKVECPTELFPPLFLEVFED
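TRb LBD 0.6 uM + Texas Red SRC2 peptide 20 nM, 1 uM T3, Tris buffer w/ 5% DMSO; compound pinned, 5 h RT; FP read ex 555/em 632; normalized to unbound and bound controls.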
Tau fluor counter: counter-screen for tau fibril formation inhibitors. Potency, µM (doses to about 57.7 µM), for inactives: at the top dose activity change, negative = decrease. tau K18 P301L Alexa594 fluorescence, heparin fibrillization. hit rate 0.93% among 280,000; also: % is scaled to controls: 0 for no effect and ±100 for the full control effect; nearly all actives have a fitted effect of over 55% in size
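Human K18 P301L tau (15 uM unlabeled plus 0.24 uM Alexa 594-labeled, final) in 100 mM sodium acetate pH 7 was mixed with compound and 20 uM heparin and incubated 6 hr at 37 C.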
L3MBTL1 block: blocks human L3MBTL1; AID 485360; AlphaScreen L3MBTL1–H3K9me1 peptide binding; Potency, µM (top dose mostly 57.1 µM), without a hit: at the top dose activity, negative = inhibition, actives largely listed as inhibitors; hit rate 0.66% among 230,000; also: % is scaled to controls: 0 for no effect and ±100 for the full control effect; nearly all actives have a fitted effect of over 60% in size
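AlphaScreen assay: L3MBTL1 (50 nM final) was preincubated 30 min at room temperature with biotinylated H3(1-15)K9me1 peptide (75 nM final), then 30 min with library compounds; streptavidin donor and nickel chelate acceptor beads (10 ug/mL final) added, 30 min dark.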
HTT ATP protect: Huntington cell model cytoprotection by ATP luminescence; PC12 HTT-Q103 induced, cytoprotection, ATP luminescence, 40 h; Potency, µM (top dose mostly 56.4 µM), for the others: cytoprotection (ATP increase), usual class: activators; hit rate 0.14% among 230,000;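 also: % of control where 0% means no effect; nearly all actives have a fitted effect of over 45% in size; toxic huntingtin expression switched on by the ecdysone agonist tebufenozide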
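Rat PC12, Q103 Htt exon1-GFP fusion, ecdysone promoter; tebufenozide inducer 100 nM final; compound titration; qHTS, 1500 cells/well; ATPlite luminescent read.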
TexasRed fluor: alters Texas Red total fluorescence, flagging assay interference | TRb/SRC2 Texas Red total fluorescence interference | Potency, µM (series often up to 106 µM), inactives show at the top dose fluorescence change, negative = quenching | hit rate 0.29% among 280,000 | AID 1479; active = well fitted curve in either direction with a large enough effect; inconclusive = small, poorly fitted or top-dose-only effect; also: % is scaled to controls: 0 for no effect and ±100 for the full control effect
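Flags fluorescent or light-absorbing compounds by total fluorescence, S + 2P, at 555 nm excitation and 632 nm emission. Mixture: 20 nM Texas Red SRC2 peptide, 0.6 uM human TRb LBD, 1 uM T3, 5% DMSO; compound exposure 5 h at ambient temperature.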
Tau FP inhib: inhibitors of human tau fibril formation; K18 P301L tau heparin fibrillization, Alexa594 FP, 6 h; Potency, µM (highest dose often 57.7 µM), for the others: at the top dose activity, negative = inhibition, hits mostly inhibitors; hit rate 0.39% among 280,000; also: % is scaled to controls: 0 for no effect and ±100 for the full control effect; nearly all actives have a fitted effect of over 55% in size
Target sequence (P10636 561-689 P618L limits assumed): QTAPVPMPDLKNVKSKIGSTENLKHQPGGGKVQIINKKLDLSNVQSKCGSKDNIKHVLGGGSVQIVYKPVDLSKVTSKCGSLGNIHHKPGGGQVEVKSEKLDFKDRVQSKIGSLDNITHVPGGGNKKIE
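Human tau K18 […] P301L fragment, 15 uM unlabeled plus 0.24 uM Alexa 594-labeled tau (final), with compound and 20 uM heparin in 100 mM sodium acetate pH 7; 6 hr at 37 C, then Alexa 594 FP read.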
Tau ThT inhib: tau fibrillization inhibition (ThT binding); P10636; recombinant tau K18 P301L, heparin-induced fibrillization, ThT fluorescence; AID 1460; Potency, µM (series often up to 57.4 µM), inactives show at the top dose activity, negative = inhibition, actives largely listed as inhibitors; hit rate 2.1% among 270,000; also: % is scaled to controls: 0 for no effect and ±100 for the full control effect; nearly all actives have a fitted effect of over 55% in size
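ThT emission at 510 nm, taken 1 hr after adding 30 uM dye, quantifies aggregates formed when 20 uM heparin acts on human tau K18 P301L for 6 hr at 37 C.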
RECQ1 helicase: RECQ1 (human) helicase inhibition; hit rate 0.54% among 240,000; Potency, µM (series often up to 57.3 µM), for the others: top-dose activity, negative = inhibition, usual class: inhibitors; RECQ1 DNA unwinding, red fluorescence kinetic read; AID 2549; P46063;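 also: plate controls were vehicle for no effect and no enzyme for full effect; nearly all actives have a fitted effect of over 30% in size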
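RECQ1T1 50 nM; forked duplex (20 bp + 30-nt ss tails) 200 nM, ATP 2 mM final; pH 8.0, 2 mM MgCl2, 2.5 ug/ml poly(dI-dC); 15 min compound preincubation; discontinuous kinetic read over 2 h at RT.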
An asterisk follows results filed as active; i = inactive; ? = inconclusive; . = no result given; & = joins results of further samples; [ ] = another dose, or the depositor's remark. Unless noted, calls follow the shape of the dose curve; as a rule, active = well fitted curve in the direction sought with a large enough effect; inconclusive = small, poorly fitted or top-dose-only effect, or another doubt; inactive = no such curve, though single readings can be large; an effect the other way counts as inactive or inconclusive. Potency is read from the fitted curve at half-maximal effect.

SMILES	TRb-SRC2 inh	Tau fluor counter	L3MBTL1 block	HTT ATP protect	TexasRed fluor	Tau FP inhib	Tau ThT inhib	RECQ1 helicase
Cc1ccc(NC(=O)/C(=C\c2ccccc2)NC(=O)/C=C/c2ccccc2)cc1	1%	?	6%	-17%	-7%	0%	?	i
C=CCc1cc(OC)ccc1OCCOCCN1CCc2ccccc2C1	12%	-8%	-26%	.	1%	9%	-11%	-3%
CCOc1ccccc1NC(=O)C(CC(C)C)NC(=O)C1CCCCC1 (stereo unspecified)	6%	-15%	.	-9%	3%	0%	-4%	-3%
CCN(CC)S(=O)(=O)c1ccc2c(c1)nc(CCC(=O)OCC(=O)Nc1cc(Cl)cc(Cl)c1)n2C	5%	?	-12%	20%[10 µM]	-2%	-15%	-9%	-4%
CC1CN(CC(O)COc2ccc(C(C)C)cc2)CC(C)O1 (stereo unspecified)	-10%	-4%	6%	18%[10 µM]	0%	2%	-3%	-13%
N#CCn1nnc(-c2ccc3c(c2)OCO3)n1	-14%	-2%	-5%	-4%	3%	0%	?	i
O=C(c1cccn(Cc2ccc(C(F)(F)F)cc2)c1=O)N1CCOCC1	8%	3%	.	-20%	-1%	2%	0%	i
Cc1nn(-c2ccccc2)c(OC(=O)c2ccc(Br)cc2)c1S(=O)(=O)c1ccccc1	-3%	-21%	.	.	-3%	0%	-19%	.
O=c1[nH]n(CC2COC3(CCCCC3)O2)c(=O)c2ccccc12 (stereo unspecified)	-1%	-3%	-4%	-19%	1%	-5%	-3%	-5%
CCOC(=O)c1cnc2c(OC)cccc2c1Nc1cccc(O)c1	-6%	-19%	.	.	-2%	-1%	-16%	.
COc1ccc(CNC(=O)C2=CCN(S(=O)(=O)c3ccc(C)cc3)CC2)cc1	-5%	0%	.	0%[10 µM]	-1%	-3%	.	-6%
CCC1=C(OC(=O)N(CC)CC)N2C(=O)OC(=NCCOC)[C@]2(Cc2ccccc2)[C@H]2C1=CC[C@H]1C(=O)N(CC)C(=O)[C@H]12	4%&4%	-14%&-2%	.	-16%	-5%&1%	0%&0%	-16%&-2%	-3%
CCOC(=O)c1c(NC(=O)CSc2ncnc3ccccc23)sc(C)c1C	-5%	-4%	-1%	.	-1%	-1%	-8%	i
COc1cc2c(CCNC(C)=O)c[nH]c2cc1O	-2%	-12%	.	-5%[1.9 µM]	0%	-6%	-22%	-5%
Cc1cc(=O)n2nc(N(C)CC(=O)NCc3cccc(Br)c3)sc2n1	6%	-8%	.	.	-2%	2%	-15%	.
Cc1cc2ccc(C)c(C)c2nc1SCC#N	3%	-24%	28%	-26%	3%	-7%	-14%	i
CC(C)C(=O)N1CCN(c2ccccc2NC(=O)c2ccc(C#N)cc2F)CC1	6%	-14%	.	-42%	-2%	-7%	-12%	-15%
COc1ccc(C(=O)c2cn(Cc3ccccc3F)c3cc4c(cc3c2=O)OCCO4)cc1OC	7%	-6%	.	.	-2%	-5%	-6%	.
CCOc1ccc(C(=S)N2CCN(C)CC2)cc1	3%	-4%	-4%	.	-1%	3%	-2%	i
CCC(=O)N1CCc2cc(CNS(=O)(=O)c3cc(Cl)ccc3OC)ccc21	-5%	-8%	.	.	0%	4%	-12%	.
COc1ccc(C(=O)Oc2c(C)occc2=O)cc1OC	-4%	0%	.	-23%[10 µM]	2%	2%	0%	-3%
OC1(c2ccccc2)C/C(=N\n2cnnc2)C=C1c1ccccc1 (stereo unspecified)	5%	2%	5%	-2%[10 µM]	2%	-2%	-4%	-2%
Cc1ccc(NC(=O)c2c(F)cccc2Cl)cc1NS(C)(=O)=O	-4%	?	.	-10%[10 µM]	-3%	10%	.	6%
Cn1c(SCC(=O)NC(C)(C)C)nc(O)cc1=O	-20%	-9%	0%	-8%	2%	-11%	?	-6%
CN(C)c1c([N+](=O)[O-])ncn1C	1%	-8%	.	10%	-2%	-1%	-7%	-4%
More compounds follow.
SMILES	TRb-SRC2 inh	Tau fluor counter	L3MBTL1 block	HTT ATP protect	TexasRed fluor	Tau FP inhib	Tau ThT inhib	RECQ1 helicase
COCCNC(=O)CN(CCc1ccccc1)S(=O)(=O)c1ccc(OC)cc1	-3%	-9%	.	-11%	0%	-3%	-9%	i
CCCN(CCC)C(=O)CSc1nc2sc3c(c2c(=O)n1-c1ccccc1)CCN(C(C)=O)C3	-1%	-3%	.	.	1%	-1%	-13%	.
O=C(NN=C1CCC(c2ccccc2)CC1)c1cc2c(s1)CCCC2 (stereo unspecified)	4%	0%	-2%	-2%[10 µM]	-5%	0%	?	-5%
CCCCN(C)C(=O)CCCc1c[nH]c2ccccc12	-18%	-5%	-16%	11%[10 µM]	-4%	12%	-8%	-2%
COC(=O)c1c(/N=C/NOCc2ccc(Cl)cc2)sc2c1CCN(c1ncc(C(F)(F)F)cc1Cl)C2	10%	-9%	.	5%	0%	-13%	-10%	-1%
Cc1ccc(S(=O)(=O)N2CCOCC2)cc1NC(=O)COC(=O)Cc1ccsc1	3%	-4%	-7%	-5%[10 µM]	-2%	?	1%	-4%
CC(OC(=O)c1ccccc1)C(=O)NCCC1=CCCCC1 (stereo unspecified)	2%	-1%	8%	-39%[inhibitor]	1%	-3%	3%	-4%
O=C(Cn1nc(-c2ccccc2)ccc1=O)Nc1ccc(-n2cnnn2)cc1	-8%	-24%	.	18%[10 µM]	-2%	-11%	.	-27%
N=c1ncn(CC(O)CN2CCOCC2)c2nc(N3CCOCC3)[nH]c12 (stereo unspecified)	4%	-2%	-1%	29%	-2%	0%	0%	-24%
Cc1c(C#N)c2ccccc2n1CC(=O)NCCc1c[nH]c2ccccc12	-7%	?	-3%	-18%	-1%	9%	-13%	-6%
O=C1CC(C2CCCO2)C(=O)N1c1cccc(Cl)c1 (stereo unspecified)	1%	4%	6%	-21%	-4%	2%	7%	i
Cc1ccc(NC(=O)CSc2nnc(-c3cccnc3)s2)cc1	?	-12%	42%[activator]	16%[10 µM]	0.32µM*[quencher]	-1%	-15%	-1%
CCN1CCN(/C=N/c2nc3c(s2)CCCC3)CC1	-16%	2%	-10%	-60%[inhibitor]	-1%	-1%	-10%	-11%
CCOc1ccc2[nH]c(=O)c(CN(Cc3cccs3)Cc3nnnn3C(C)(C)C)cc2c1	-7%	-8%	7%	-49%[inhibitor][10 µM]	0%	1%	-8%	-1%
CCOC(=O)N1CCN(C(=O)CN(c2ccc(C)c(C)c2)S(=O)(=O)c2ccccc2)CC1	1%	-2%	-2%	-4%	-4%	1%	-7%	-5%
COc1cc(C2C(C(C)=O)=C(O)C(=O)N2CCN(C)C)ccc1O (stereo unspecified)	-7%	-7%	4%	27%	3%	0%	-9%	7%
O=C(Nc1ccc(S(=O)(=O)N2CCOCC2)cc1)C1CCCCC1	-14%	-7%	5%	-8%[0.074 µM]	-1%	-9%	0%	-3%
CCC(C)(C)NC(=O)C(c1cccn1C)N(Cc1ccc(C)cc1)C(=O)Cn1nnc2ccccc21 (stereo unspecified)	-6%	14%	.	-15%[10 µM]	-3%	8%	15%	4%
NNC(=O)c1cccc(S(=O)(=O)Nc2cc(Cl)ccc2Cl)c1	-1%	-9%	-10%	0%[10 µM]	-1%	0%	-6%	0%
Cc1ccc(C)c(N2CCN(C(=O)Cn3ncc4c(=O)oc5ccc(C)cc5c43)CC2)c1	-2%	-11%	.	.	-1%	0%	?	.
Cc1cccc(OCC(=O)Nc2ccccc2C(=O)N2CCOCC2)c1	6%	-14%	-5%	.	2%	-3%	-10%	6%
COC(=O)c1ccc(NC(=O)C2C3C=CC(O3)C2C(=O)O)cc1 (stereo unspecified)	-14%	11%	-11%	6%[10 µM]	0%	1%	-9%	i
CCOc1ccc(C(=O)NCCc2ccccc2)cc1	-3%	-11%	.	-97%[inhibitor]	-1%	-5%	?	-10%
NS(=O)(=O)c1ccc(NC(=O)/C=C/c2ccc3c(c2)OCO3)cc1	-2%	5%	11%	3%[10 µM]	-8%	10%	0%	-6%
COc1ccc(OC)c(C2Nc3c(C)cc(C)cc3-c3cc(C)nn32)c1 (stereo unspecified)	-1%	?	.	.	-7%	8%	?	.
Following part.
SMILES	TRb-SRC2 inh	Tau fluor counter	L3MBTL1 block	HTT ATP protect	TexasRed fluor	Tau FP inhib	Tau ThT inhib	RECQ1 helicase
CCNc1c2c(nc3ccccc13)CC(C)(C)CC2=O	-11%	-4%	-3%	14%[1.9 µM]	-1%	-10%	-6%	-5%
CC(C)C[C@@H](CC(=O)N[C@@H](CCC(=O)O)CC(=O)O)NC(=O)[C@@H]1CCCC[C@H]1NC(=O)C[C@@H](NC(=O)C[C@H](CO)NC(=O)[C@@H]1CNCC[C@H]1N)C(C)C	-9%	-14%	.	-11%	-1%	-5%	-12%	3%
CN(C)CCCNC(=O)C(=O)NCC1CCCO1 (stereo unspecified)	0%	-6%	.	-37%[inhibitor]	-2%	1%	-4%	-12%
Cc1cccc(-c2nc3ccccc3c(=O)n2NC(=S)N(C)C)c1	7%	-8%	7%	9%[10 µM]	-2%	-7%	-11%	-4%
Cc1noc(C)c1C(=O)Nc1c(F)cc(F)cc1Br	-3%	-5%	-9%	18%[10 µM]	-4%	2%	-10%	i
CC1CCCC(NC(=O)COC(=O)CCC2CCCC2)C1C (stereo unspecified)	-7%	-13%	.	3%	2%	5%	-19%	-6%
CC(=O)NC1(c2cccc(F)c2)CCN(C(=O)Nc2ccc(C#N)cc2)CC1	-19%	-8%	1%	-5%[10 µM]	1%	1%	-15%	i

Compound profiles (already shown). Values in the order: TRb-SRC2 inh	Tau fluor counter	L3MBTL1 block	HTT ATP protect	TexasRed fluor	Tau FP inhib	Tau ThT inhib	RECQ1 helicase
CCOC(=O)N1CCN(C(=O)CN(c2ccc(C)c(C)c2)S(=O)(=O)c2ccccc2)CC1 across the screens: 1%	-2%	-2%	-4%	-4%	1%	-7%	-5%
O=C1CC(C2CCCO2)C(=O)N1c1cccc(Cl)c1 (stereo unspecified) across the screens: 1%	4%	6%	-21%	-4%	2%	7%	i
CC1CCCC(NC(=O)COC(=O)CCC2CCCC2)C1C (stereo unspecified) across the screens: -7%	-13%	.	3%	2%	5%	-19%	-6%
CC1CN(CC(O)COc2ccc(C(C)C)cc2)CC(C)O1 (stereo unspecified) across the screens: -10%	-4%	6%	18%[10 µM]	0%	2%	-3%	-13%

This is a subset; the hit share may differ from the screen's.
